Screening results (PubChem BioAssay)
Sm TGR inh – S. mansoni TGR enzyme inhibition; hit rate 3% among 360,000; purified TGR, DTNB reduction, TNB absorbance 405 nm; Potency, µM (highest dose often 114 µM), for the others: at the top dose activity change, negative = inhibition, most hits filed as inhibitors; AID 485364; note: potency is the fitted concentration of half-maximal effect; nearly all actives have a fitted effect of over 60% in size
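TGR 20 nM + NADPH 100 uM (dispensed conc.), cpd preinc 15 min RT; start with NADPH (500 uM addition) then DTNB (15 mM addition). Kinetic TNB absorbance, 405 nm filter. Four-parameter Hill fit across titration.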
Tb PYK inh – T. brucei pyruvate kinase inhibition. Q57TT1. hit rate 0.12% among 410,000. TbPYK enzyme, Kinase-Glo Plus ATP luminescence, 45 min. Potency, µM (doses to about 76.8 µM), inactives show top-dose activity, negative = inhibition, most hits filed as inhibitors; note: potency is the fitted concentration of half-maximal effect; nearly all actives have a fitted effect of over 50% in size
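TbPYK + substrate in 50 mM TEA pH 7.2, 100 mM KCl, 10 mM MgCl2, 0.05% BSA, 0.01% Tween-20; cpd pinned; ADP 130 uM final; 45 min RT; Kinase-Glo Plus 10 min; luminescence endpoint.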
HCMV antiviral – inhibitors of human cytomegalovirus; activity change, negative = inhibition, % at 57.5 µM; HFF cells, HCMV-luciferase reporter, 72 h; stronger effect = lower value; hit rate 4.5% among 410,000; in the data active = activity change below about -60%; inconclusive = no clear call, values can overlap the other calls; inactive = above about -39%
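After 16 h attachment at 37C, HFF cells received test compound and HCMV-luciferase (1 PFU/cell); reporter luminescence read 72 h later, data normalized against buffer-only and known inhibitor Salinomycin.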
AmpC inh no detg – AmpC beta-lactamase inhibition without detergent; P00811; Potency, µM (series often up to 57.1 µM), for inactives: at the top dose activity change, negative = inhibition, hits mostly inhibitors; hit rate 0.52% among 330,000; AmpC nitrocefin hydrolysis, absorbance 480 nm, 0.0001% Triton;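 note: potency is the fitted concentration of half-maximal effect; plate controls were no compound for no effect and no enzyme for full effect; nearly all actives have a fitted effect of over 20% in size; some results filed as inactive show a strong effect at the top dose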
Target sequence (P00811 whole entry, looked up): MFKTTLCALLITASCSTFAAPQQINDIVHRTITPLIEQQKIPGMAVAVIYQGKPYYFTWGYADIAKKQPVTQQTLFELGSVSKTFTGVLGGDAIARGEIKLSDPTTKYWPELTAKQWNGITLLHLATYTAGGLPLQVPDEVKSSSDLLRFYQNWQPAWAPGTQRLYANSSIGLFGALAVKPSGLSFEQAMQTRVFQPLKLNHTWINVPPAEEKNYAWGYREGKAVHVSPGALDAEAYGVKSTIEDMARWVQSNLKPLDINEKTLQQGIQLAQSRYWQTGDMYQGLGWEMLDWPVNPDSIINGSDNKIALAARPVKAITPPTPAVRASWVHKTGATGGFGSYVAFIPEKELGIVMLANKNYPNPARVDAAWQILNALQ
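20 mM phosphate pH 7.0 + 0.01% (detergent screen) or 0.0001% Triton X-100; 5.3 nM AmpC reagent; cpd preinc 15 min RT; nitrocefin (800 uM stock) to start; A480 q20 s × 4 min; Activity was normalised to no-enzyme and no-compound control wells.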
AMA1-RON2 inh – disrupts binding of P. falciparum AMA1 to RON2. AlphaScreen AMA1-biotinylated RON2 peptide binding. Potency, µM (highest dose often 58.2 µM), inactives show at the highest dose activity change, negative = inhibition, usual class: inhibitors. hit rate 0.2% among 360,000. AID 720542;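 note: potency is the fitted concentration of half-maximal effect; 0% = vehicle wells and -100% = peptide control; nearly all actives have a fitted effect of over 45% in size; some results filed as inactive show a strong effect at the top dose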
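AMA1 (3D7) with his tag at 25 nM final met compounds first, then biotinylated RON2 peptide at 25 nM; detection used donor plus acceptor beads, 10 µg/mL apiece, read by AlphaScreen after 30 min at room temperature.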
LmPK inhibitor – LmPK (Leishmania mexicana) enzyme inhibition. Q27686. purified LmPK, Kinase-Glo ATP luminescence, 1 h. Potency, µM (series often up to 57.5 µM), without a hit: at the top dose activity change, negative = inhibition, usual class: inhibitors. hit rate 0.37% among 290,000; note: potency is the fitted concentration of half-maximal effect
Target sequence (Q27686 whole entry, looked up): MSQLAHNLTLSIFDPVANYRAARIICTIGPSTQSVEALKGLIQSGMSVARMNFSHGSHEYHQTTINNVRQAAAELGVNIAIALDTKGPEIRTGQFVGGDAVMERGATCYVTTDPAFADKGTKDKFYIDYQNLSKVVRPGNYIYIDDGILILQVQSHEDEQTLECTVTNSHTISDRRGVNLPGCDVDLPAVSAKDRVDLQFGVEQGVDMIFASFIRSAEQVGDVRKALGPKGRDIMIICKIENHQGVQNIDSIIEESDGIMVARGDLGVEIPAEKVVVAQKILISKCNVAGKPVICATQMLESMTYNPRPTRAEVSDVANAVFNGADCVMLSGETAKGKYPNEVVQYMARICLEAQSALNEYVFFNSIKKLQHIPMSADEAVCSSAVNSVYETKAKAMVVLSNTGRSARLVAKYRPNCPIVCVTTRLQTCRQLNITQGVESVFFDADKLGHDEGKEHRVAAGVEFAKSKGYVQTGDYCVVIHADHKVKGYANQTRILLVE
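Screened at intermediate enzyme activity to detect both inhibitors and activators: LmPK at 0.1 nM, with a 0.5 nM enzyme column as activation reference. PEP 0.5 mM, ADP 0.1 mM; ATP detected by luminescence after 1 h.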
AmpC inh detg – AmpC beta-lactamase inhibition with detergent present; AID 485294; hit rate 0.041% among 370,000; P00811; AmpC hydrolysis of nitrocefin, absorbance 480 nm, 0.01% Triton; Potency, µM (top dose mostly 114 µM), without a hit: top-dose activity change, negative = inhibition, most hits filed as inhibitors;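 note: potency is the fitted concentration of half-maximal effect; 0% = no-compound wells and -100% = no-enzyme wells; nearly all actives have a fitted effect of over 25% in size; some results filed as inactive show a strong effect at the top dose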
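AmpC (5.3 nM in the dispensed reagent) in 20 mM phosphate pH 7.0 with 0.01% (detergent screen) or 0.0001% Triton X-100 was preincubated with compounds for 15 min at room temperature. Nitrocefin was then added from an 800 uM solution, and hydrolysis was followed at 480 nm.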
* marks the source's active call; other numbers are inactive results; ? = inconclusive; nt = not tested or not shown; [ ] = remark or other dose. Unless noted, calls come from the whole dose curve; as a rule, active = well fitted curve in the direction sought with a large enough effect; inconclusive = small, poorly fitted or top-dose-only effect, or another doubt; inactive = no such curve, though single readings can be large; an effect the other way counts as inactive or inconclusive. Unless noted, % is set by controls: 0 for no effect and ±100 for the full control effect.

SMILES | Sm TGR inh | Tb PYK inh | HCMV antiviral | AmpC inh no detg | AMA1-RON2 inh | LmPK inhibitor | AmpC inh detg
CC(C)CCN(C(=O)C1CCCC1)c1c(N)n(Cc2ccccc2)c(=O)[nH]c1=O | -2% | 1% | -17 | -19% | 7% | nt | -1%
CC(Oc1ccc2c(c1)oc(=O)c1ccccc12)C(=O)NC(Cc1c[nH]c2ccc(O)cc12)C(=O)O (stereo not given) | -4% | 2% | 19 | -29% | ? | -7% | ?
CCOC(=O)C1=C(c2ccccc2)Nc2ncnn2C1c1ccc(C(=O)O)cc1 (stereo not given) | 3% | 1% | 3 | -8% | -15% | 5% | -1%
COc1cc(NC(=S)NCCc2ccccc2)c(OC)cc1NC(=O)C(C)C | ? | 6% | ? | -2% | -12% | 2% | ?
C(C#CCN1CCOCC1)#CCN1CCOCC1 | nt | 0% | -30 | nt | 21% | nt | nt
CC(=O)c1ccc(OCCCC(=O)Nc2nnc(C3CC3)s2)cc1 | nt | 2% | 13 | -8% | 11% | nt | nt
O=C(Cc1cccc(NC(=O)C2CCCN(C(=O)C3CCCC3)C2)c1)Nc1cccc(C(=O)N2CCOCC2)c1 (stereo not given) | nt | 2% | 5 | nt | 4% | nt | nt
CCNC(=S)N(Cc1cc2cccc(C)c2[nH]c1=O)C1CCCC1 | 4% | 6% | -37 | 50% | -6% | 2% | 2%
CCOc1ccc(C(=O)CSc2nnc(C3CC3)n2C)cc1 | 0% | -9% | 18 | -3% | 66%[activator] | 1% | ?
O=C(OCc1cn(-c2ccc(Cl)c(Cl)c2)nn1)c1ccccc1Cl | -1% | 4% | 7 | -30% | 14% | 0% | -2%
CCCn1nnc(NC(=O)c2cccc(Cl)c2)n1 | -12% | 0% | 36 | -6% | 21% | -8% | -4%
O=C1CSC(c2cccnc2)N1Cc1ccc(Cl)c(Cl)c1 (stereo not given) | 11% | 2% | 5 | 16% | -7% | -1% | 17%
COC(=O)C1=C(C)N=C2SC(C#N)=C(N)N2C1c1cc(OC)c(OC)c(OC)c1 (stereo not given) | -8% | 8% | 31 | -12% | -3% | 4% | -3%
Cc1nnc(NC(=O)CSc2nnc(Cc3ccccc3)n2Cc2ccccc2)s1 | -5% | 3% | 12 | nt | -1% | 9% | -3%
O=C(Nc1ccccc1Cl)NC1(C(=O)N2CCC(O)CC2)CCCCC1 | 2% | -3% | -6 | 2% | 3% | 6% | -4%
CSCc1cccc(C(=O)OC(C)C(=O)Nc2c(C)n(C)n(-c3ccccc3)c2=O)c1 (stereo not given) | -8% | 0% | -19 | 30% | -1% | nt | -10%
CCN(Cc1ccccc1)C(=O)CN(c1ccc(OC)cc1)S(=O)(=O)c1c(C)nn(C)c1C | -1% | -5% | -12 | nt | nt | nt | -4%
CC(C)Cn1c(=O)c2ccccc2n2c(-c3cccc(Cl)c3)nnc12 | 2% | -7% | 2 | nt | nt | nt | 18%
COc1ccc([N+](=O)[O-])cc1NC(=O)C(C)Sc1nc(C)c(C)c(C)n1 (stereo not given) | -6% | -24% | -7 | 49% | -23% | 3% | -12%
O=C(CSc1nnc(NC(=O)c2ccccc2F)s1)NC1CCCC1 | 3% | 3% | 41 | -34% | -6% | -10% | -13%
Cc1c2cnn(-c3ccccc3)c(=O)c2c(C)n1CC(=O)N1CCN(c2ccc(F)cc2)CC1 | -5% | -4% | -31 | nt | nt | nt | -6%
Cc1ccc2oc(-c3cccc(NC(=O)Cc4cccs4)c3)nc2c1 | 7% | 10% | -18 | -46% | 9% | 2% | -14%
COc1ccc(CN(C)CC2CCCN(CCc3ccccc3C)C2)cc1O (stereo not given) | -23% | 2% | -31 | 18% | -3% | 4% | -15%
CC(Sc1nnc(Cc2ccc([N+](=O)[O-])cc2)o1)C(N)=O (stereo not given) | -2% | 1% | -12 | -16% | 30%[activator] | -4% | -4%
CCCCn1c(N)c(N(CC(C)C)C(=O)CN2C(=O)NC3(CCC(C(C)(C)CC)CC3)C2=O)c(=O)[nH]c1=O (stereo not given) | nt | 1% | -17 | nt | 2% | nt | nt
CCN(CC)C(=O)c1cccc(NC(=O)CCc2nc3sc4c(c3c(=O)[nH]2)CCCC4)c1 | 0% | 1% | -1 | 10% | -9% | nt | ?
Cc1cc(C)cc(OCc2nnc(SCC(=O)N3CCCCC3)o2)c1 | -5% | -1% | -9 | 43% | 29% | 10% | -8%
S=C(NCCc1ccc(Cl)cc1)NC1CC1 | -19% | -7% | -75* | -1%[2.29 µM] | 6% | -1% | -13%
CCc1cc(C(=O)OC)c(NC(=O)C2CC(=O)NN2Cc2ccccc2)s1 (stereo not given) | 0% | -11% | 31 | 63%[activator] | 3% | 2% | 4%
Cc1cc(Br)ccc1SCC(=O)OCC(=O)Nc1ccc2[nH]c(=O)[nH]c2c1 | -21% | 4% | -5 | -48% | -5% | nt | -4%
O=C(/C=C/c1ccco1)NC(=S)Nc1nc(-c2ccc3ccccc3c2)cs1 | -5% | -3% | -19 | -19% | 25% | -6% | -14%
COc1cc2c(cc1OC)CN(C(=S)Nc1cccc(Cl)c1C)CC2 | -4% | -5% | -14 | 12% | ? | 2% | 0%
CC1=Nn2c(nnc2-c2cc(C)[nH]n2)SC1 | -5% | -12% | 22 | -8% | 0% | -6% | -14%
CC(C)(C)NC(=S)NC(C)(C)C | 18% | 6% | ? | -1% | -5% | -1% | 1%
CN(C)S(=O)(=O)c1ccc(C(=O)Nc2nc(-c3cccs3)cs2)cc1 | -7% | -5% | -81* | -17% | -9% | 13% | ?
OC(c1ccccc1)c1ncc(-c2ccc(Cl)cc2)[nH]1 (stereo not given) | nt | -3% | -14 | nt | -11% | nt | nt
CC(C)NC(=O)N(C)C[C@@H]1OCc2cn(nn2)CCCC(=O)N([C@H](C)CO)C[C@H]1C | nt | 2% | -24 | nt | -8% | nt | nt
Nc1c(C(=O)O)ccc2c1C(=O)c1ccccc1C2=O | -2% | -5% | -39 | -29% | -20% | -23% | 0%
Cc1ccc(C)c(OCCC(=O)Nc2cccc(S(=O)(=O)N3CCCC3)c2)c1 | -4% | 2% | -24 | -30% | 4% | nt | -8%
O=C(CCCOc1ccccc1)N1CCCCC1 | 4% | 3% | -8 | -1% | 10% | 5% | -4%
CC1(C)Oc2ccc3ccc(=O)oc3c2/C(=C/Nc2ccccc2)C1=O | -6% | 0% | ? | -20% | -13% | 4% | ?
Cc1ccccc1NN1C(=O)C=CC1=O | 1% | 0% | 35 | 0.14µM* | 6% | -1% | 1%
CCNC(=S)Nc1ccc(Cc2ccncc2)cc1 | -16% | -3% | 18 | -16% | 6% | -2% | -6%
COc1cc(OC)c(NC(=O)CCCNC(=O)Cn2cnc3sc(C)c(C)c3c2=O)cc1Cl | 0% | -2% | -28 | 25% | -9% | -7% | -2%
N#Cc1ccc(C[C@@H](NS(=O)(=O)c2ccc(C(=O)O)cc2)C(=O)O)cc1 | -4% | nt | nt | -8% | nt | nt | -10%

Of the compounds above, these have a COOH group.
SMILES | Sm TGR inh | Tb PYK inh | HCMV antiviral | AmpC inh no detg | AMA1-RON2 inh | LmPK inhibitor | AmpC inh detg
CC(Oc1ccc2c(c1)oc(=O)c1ccccc12)C(=O)NC(Cc1c[nH]c2ccc(O)cc12)C(=O)O (stereo not given) | -4% | 2% | 19 | -29% | ? | -7% | ?
CCOC(=O)C1=C(c2ccccc2)Nc2ncnn2C1c1ccc(C(=O)O)cc1 (stereo not given) | 3% | 1% | 3 | -8% | -15% | 5% | -1%
Nc1c(C(=O)O)ccc2c1C(=O)c1ccccc1C2=O | -2% | -5% | -39 | -29% | -20% | -23% | 0%
N#Cc1ccc(C[C@@H](NS(=O)(=O)c2ccc(C(=O)O)cc2)C(=O)O)cc1 | -4% | nt | nt | -8% | nt | nt | -10%

(cont.)
SMILES | Sm TGR inh | Tb PYK inh | HCMV antiviral | AmpC inh no detg | AMA1-RON2 inh | LmPK inhibitor | AmpC inh detg
O=C1CCC(=O)N1c1ccc(NCCc2ccccc2F)c([N+](=O)[O-])c1 | -8% | -3% | -24 | -29% | -4% | 8% | 4%
O=C(NC(c1ccccc1)c1cnccn1)C1CCN(CCCOc2ccccc2)CC1 (stereo not given) | nt | 0% | -13 | nt | 6% | nt | nt
CCCNC(=O)Cn1nc(-c2ccc(OC)cc2)c2cnc3ccc(F)cc3c21 | -1% | -2% | 50 | nt | nt | nt | 31%[activator]
Cc1ccc(C(=O)NS(=O)(=O)c2ccc(N=NN(C)C)cc2)cc1 | nt | 0% | ? | -20% | -1% | 5% | -8%
Cc1cc(NCc2ccccn2)ccc1Br | 9% | 14% | 25 | -1% | 5% | -10% | -11%
C[C@H](CO)N1C[C@H](C)[C@@H](CN(C)C)OCc2cnnn2CCCC1=O | nt | 4% | 9 | nt | -1% | nt | nt
O=C(CSc1nc(=O)n(CCCN2CCOCC2)c2c1CCCC2)Nc1ccccc1Cl | -13% | -3% | -15 | 109%[activator] | 8% | nt | -1%
CC1CCN(S(=O)(=O)c2ccc3nc(Nc4cccc(C(F)(F)F)c4)ccc3c2)CC1 | 8% | -5% | -100* | nt | nt | nt | 2%
CC(=O)NC(c1ccccc1)c1nc(-c2cccs2)cs1 (stereo not given) | nt | 4% | 10 | nt | 4% | nt | nt
Cc1ccc(-c2cnc(NC(=O)c3cccc(Br)c3)s2)c(C)c1 | 13% | -5% | -32 | -18% | -18% | 2% | ?
CCCN(C(=O)CSc1nnc(N)s1)c1c(N)n(Cc2ccccc2)c(=O)[nH]c1=O | nt | -9% | 12 | -8% | 3% | nt | nt
Clc1ccc(-c2nc3nc4ccccc4nc3n2Cc2ccco2)cc1 | 20µM* | 5% | 129 | -24% | 6% | 13% | 3%
O=c1[nH]nc(Cc2ccc([N+](=O)[O-])cc2)c2ccccc12 | 15% | 0% | 73 | -24% | -2% | 7% | -5%
CC(C(=O)OCC(=O)c1ccccc1)N1C(=O)c2ccccc2C1=O (stereo not given) | 8% | -3% | 18 | 1% | 0% | 0% | -11%
Cc1ccc(-c2c(C(=O)Nc3ccc(F)c(F)c3)oc(=O)c3ccccc23)cc1 | 2% | 3% | 4 | nt | nt | nt | -5%
Cc1[nH]n(-c2ccccc2)c(=O)c1C1(C(F)(F)F)C(=O)N(c2ccc(F)cc2)C2=C1C(=O)CC(C)(C)C2 (stereo not given) | -27% | -7% | -7 | -28% | -4% | 12% | -3%
O=C1c2ccccc2CC1Sc1nnc(-c2ccncc2)o1 (stereo not given) | 16µM* | -13% | 61 | -17% | 4% | -5% | 5%

The order is random, and some 7.4% of all compounds hit somewhere here.
